Pin1 inhibitor: blocks the human prolyl isomerase Pin1 | Potency, µM (highest dose often 115 µM), for the others: at the highest dose activity, negative = inhibition, usual class: inhibitors | Pin1 FP peptide displacement, HiFluor488, 10 min | Q13526 | AID 504891 | 390,000 tested, 0.009% active; active = well fitted inhibition curve with a large enough effect in the polarisation, with a control signal flat, not every such curve was filed as active; inconclusive = small, poorly fitted or top-dose-only effect, or effect the other way, or a change in a side signal; inactive = no such curve, though single readings can be large or run the other way; the % refers to the polarisation; also: potency is read from the fitted curve at half-maximal effect; % is scaled to controls: 0 for no effect and ±100 for the full control effect
Target sequence (Q13526 whole entry, looked up): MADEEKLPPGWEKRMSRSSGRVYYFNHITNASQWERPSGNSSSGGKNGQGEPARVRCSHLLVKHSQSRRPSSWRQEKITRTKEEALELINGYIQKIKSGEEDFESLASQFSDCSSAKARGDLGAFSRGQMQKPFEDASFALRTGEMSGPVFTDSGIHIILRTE
TrxR1 substrate: is turned over as a substrate by rat TrxR1 | purified TrxR1 substrate turnover, NADPH consumption readout | AID 588456 | 390,000 tested, 0.01% active | Potency, µM (top dose mostly 114 µM), for the others: at the top dose activity change, negative = substrate turnover; also: potency is read from the fitted curve at half-maximal effect; % is scaled to controls: 0 for no effect and ±100 for the full control effect; nearly all actives have a fitted effect of over 50% in size
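Rat TrxR1, dispensed at 90 nM, was prereduced with 400 uM NADPH (final) for 5 min at ~22 deg C, then incubated with compound 15 min before 400 uM selenite. A first-read NADPH fluorescence drop versus no-compound background flagged substrates.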
D2 ag: agonists of human D2 dopamine receptor; HEK293 T-REx D2 cells, calcium flux agonist mode; activation, % at 2 µM; 340,000 tested, 0.53% active;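 active = activation over 3 SD above normal in the single-dose calcium agonist read, cut at about 30% in these data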; also: 0% is about no effect
Target sequence (P14416 whole entry, looked up): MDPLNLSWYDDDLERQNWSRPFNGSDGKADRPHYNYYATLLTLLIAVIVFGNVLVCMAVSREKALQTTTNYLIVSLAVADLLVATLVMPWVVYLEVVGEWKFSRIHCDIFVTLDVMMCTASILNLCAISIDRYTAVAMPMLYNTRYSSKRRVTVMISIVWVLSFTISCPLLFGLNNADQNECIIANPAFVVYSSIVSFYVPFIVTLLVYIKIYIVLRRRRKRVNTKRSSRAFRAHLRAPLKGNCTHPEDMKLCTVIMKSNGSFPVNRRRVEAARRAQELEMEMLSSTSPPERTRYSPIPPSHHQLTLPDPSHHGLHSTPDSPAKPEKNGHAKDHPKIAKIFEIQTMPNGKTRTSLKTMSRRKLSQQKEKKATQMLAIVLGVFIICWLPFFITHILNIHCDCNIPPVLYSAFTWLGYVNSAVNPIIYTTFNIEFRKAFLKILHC
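Tetracycline-induced HEK293 T-REx cells with force-coupled D2 receptor, plated overnight at 30 C, loaded with no-wash calcium dye. After a 10 s baseline, compound was pin-added and calcium flux read kinetically for 180 s; calcium rises flagged agonists.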
D2 antagonist: D2 dopamine receptor (human) antagonism; 340,000 tested, 2% active; HEK293 TREx D2 cells, calcium flux, dopamine EC80; AID 485344; inhibition, % at 10 µM; P14416; in the data active = inhibition above about 30%; also: 0% is about no effect
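Tetracycline-induced HEK293 T-REx cells expressing D2 force-coupled to calcium signalling were dye-loaded, exposed to compound for 180 s, then challenged with an EC80 of dopamine; calcium flux was followed kinetically for a further 180 s.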
rTrxR1 inhibitor: blocks rat thioredoxin reductase 1; O89049; recombinant rTrxR1, NADPH fluorescence consumption, selenite substrate; Potency, µM (highest dose often 114 µM), without a hit: at the highest dose activity change, negative = inhibition, hits mostly inhibitors; 390,000 tested, 1% active; AID 588453; also: potency is read from the fitted curve at half-maximal effect; % is scaled to controls: 0 for no effect and ±100 for the full control effect; nearly all actives have a fitted effect of over 65% in size
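Rat TrxR1 (90 nM in the dispensed reagent) was pre-reduced with 400 uM NADPH for 5 min at room temperature, then incubated with compound for 15 min. After 400 uM selenite was added, NADPH fluorescence (Ex 340/Em 450 nm) was followed for 8 min.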
TRHR PAM: allosteric enhancers of human TRH receptor. 360,000 tested, 0.66% active. enhancement, % at 2 µM. TRHR cells, fluo-8 calcium fluorescence, EC20 TRH enhancement. P34981; in the data active = enhancement above about 30%; also: 0% is about no effect
Target sequence (P34981 whole entry, looked up): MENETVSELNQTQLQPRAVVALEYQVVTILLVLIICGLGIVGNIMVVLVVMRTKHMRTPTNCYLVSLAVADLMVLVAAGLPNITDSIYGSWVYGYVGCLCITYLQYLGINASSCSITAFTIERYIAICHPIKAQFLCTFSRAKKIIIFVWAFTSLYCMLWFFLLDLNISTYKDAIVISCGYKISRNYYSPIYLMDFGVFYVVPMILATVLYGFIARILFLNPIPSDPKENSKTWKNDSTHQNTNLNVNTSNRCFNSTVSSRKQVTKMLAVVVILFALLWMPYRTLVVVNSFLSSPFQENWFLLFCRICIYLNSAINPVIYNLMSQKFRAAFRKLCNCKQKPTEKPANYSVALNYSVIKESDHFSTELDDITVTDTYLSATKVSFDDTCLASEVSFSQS
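Enhancer read-out: after compound pinning and an initial kinetic agonist-mode read, an EC20 of TRH (10 nM final) was injected and fluo-8 calcium signal (Ex 480/Em 530) followed at 1 s/cycle for 100 cycles in TRHR-expressing cells.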
TRHR agonist: agonists of human TRH receptor | TRHR cells, calcium flux fluo-8, FDSS agonist mode | P34981 | 360,000 tested, 0.18% active | activation, % at 2 µM; in the data active = activation above about 30%; also: 0% is about no effect
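TRHR-expressing cells loaded with fluo-8 calcium dye; 23 nL library compound pin-transferred, kinetic FDSS fluorescence (Ex 480/Em 530) recorded about 180 s for agonist-induced calcium release, before a 10 nM TRH EC20 addition for potentiator mode.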
USP1-UAF1 inh: USP1/UAF1 (human) deubiquitinase inhibition | O94782 | recombinant USP1/UAF1, Ub-Rhodamine cleavage fluorescence | Potency, µM (highest dose often 57.1 µM), inactives show at the top dose activity change, negative = inhibition, hits mostly inhibitors | 390,000 tested, 0.23% active | AID 743255; also: potency is read from the fitted curve at half-maximal effect; % is scaled to controls: 0 for no effect and ±100 for the full control effect; nearly all actives have a fitted effect of over 60% in size; inactives centre near -12
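1 nM enzyme complex + cpd, 15 min RT; start with Ub-Rho 150nM final; kinetic fluorescence ex 480/em 540, 6 reads q60 s. Buffer 50mM HEPES pH 7.8, 0.5mM EDTA, 0.1 mg/ml BSA, 1mM TCEP, 0.01% Tween-20.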
mIDH1 inhibitor: blocks human mutant IDH1 R132H enzyme. 390,000 tested, 0.093% active. AID 602179. IDH1-R132H enzyme, NADPH consumption, diaphorase/resazurin fluorescence. O75874. Potency, µM (series often up to 76.6 µM), for the others: top-dose activity change, negative = inhibition, hits mostly inhibitors; also: potency is read from the fitted curve at half-maximal effect; % is scaled to controls: 0 for no effect and ±100 for the full control effect; nearly all actives have a fitted effect of over 65% in size
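IDH1-R132H (0.5 ug/mL dispensed) in pH 7.5 Tris buffer was preincubated 30 min with compound, then given a substrate mix of 0.016 mM NADPH and 2 mM alpha-KG for 80 min at room temperature; remaining NADPH was read by diaphorase/resazurin fluorescence.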
Starred values were filed as active, the others as inactive; ? = inconclusive; / = no result given; [ ] = remark or other dose. Unless noted, calls follow the shape of the dose curve; as a rule, active = well fitted inhibition curve with a large enough effect; inconclusive = small, poorly fitted or top-dose-only effect; inactive = no such curve, though single readings can be large or run the other way.

Screens by letter: A = Pin1 inhibitor; B = TrxR1 substrate; C = D2 ag; D = D2 antagonist; E = rTrxR1 inhibitor; F = TRHR PAM; G = TRHR agonist; H = USP1-UAF1 inh; I = mIDH1 inhibitor
#1 O=C(CN(Cc1ccco1)S(=O)(=O)c1ccccc1)N/N=C/c1cccc(O)c1
  A = -5%	B = 2%[57.1 µM]	C = 0.0	D = -7	E = -7%[57.1 µM]	F = 3	G = -0.2	H = 3%	I = 4%

#2 CCc1cc(=O)oc2cc(C)cc(OCC(=O)NCC3CCC(C(=O)O)CC3)c12 (stereo not given)
  A = 10%	B = 171%[activator]	C = -0.4	D = -12	E = -3%	F = 9	G = -1.0	H = 3%	I = -11%

#3 Cc1cc(C)c2c(N)c(C(=O)NC3CCCC3)sc2n1
  A = -3%	B = 18%[57.1 µM]	C = 2.8	D = -4	E = -2%[57.1 µM]	F = 17	G = -0.3	H = -19%	I = 12%

#4 Cc1cc(C)cc(OC(C)C(=O)Nc2ccc(S(=O)(=O)Nc3cc(C)nc(C)n3)cc2)c1 (stereo not given)
  A = -2%	B = -6%	C = -0.2	D = 11	E = 6%	F = 4	G = -1.4	H = -1%	I = -9%

#5 O=C(NCc1ccc2c(c1)OCO2)C(=O)NCC(c1ccco1)N1CCN(c2ccccc2)CC1 (stereo not given)
  A = 8%	B = -3%	C = 3.2	D = 13	E = 20%	F = 0	G = 0.8	H = -11%	I = 17%

#6 CCOC(=O)c1c(NC(=O)C2CCCO2)sc(C)c1C (stereo not given)
  A = 2%	B = 0%	C = 1.1	D = 6	E = 8%	F = -10	G = 0.1	H = -25%	I = 1%

#7 CC/C(C)=C1\SC(N2CCN(C(C)=O)CC2)=NC1=O
  A = -1%	B = -8%	C = -0.2	D = 6	E = 3%	F = 1	G = -0.7	H = -3%	I = -3%

#8 CCCCOC(=O)CSC1=C(C#N)C(c2ccccc2OCC)C(C#N)C(=O)N1 (stereo not given)
  A = 16%	B = -10%[57.1 µM]	C = 0.0	D = -14	E = ?	F = 5	G = 1.3	H = -10%	I = ?

#9 Cc1ccsc1/C=N/NC(=O)Cn1nc(C)c([N+](=O)[O-])c1C
  A = -3%	B = -10%[57.1 µM]	C = /	D = /	E = 31%[57.1 µM]	F = 11	G = -0.2	H = -7%	I = 12%

#10 Cn1cccc1C(=O)OCC(=O)NCCc1ccc(S(N)(=O)=O)cc1
  A = 3%	B = 2%	C = /	D = /	E = 6%	F = /	G = /	H = -7%	I = 6%

#11 COC(=O)c1[nH]c2cccc(OC)c2c1NC(=O)CCN1CCN(c2cccc(Cl)c2)CC1
  A = /	B = /	C = -0.2	D = 38*	E = /	F = -17	G = -0.1	H = /	I = /

#12 CCN(Cc1ccccc1)C(=O)C1CCN(CC2CC=CCC2)CC1 (stereo not given)
  A = -15%	B = -6%	C = 1.4	D = 0	E = -12%	F = -10	G = 0.1	H = -20%	I = 3%

#13 COc1cccc(/C=C/C(=O)c2ccc(NC3=NCCCS3)cc2)c1
  A = 6%	B = -1%	C = 2.6	D = -15	E = -22%	F = -3	G = 6.2	H = -20%	I = -1%

#14 COC(=O)C1=C(C)N(C)C(=O)NC1c1ccsc1 (stereo not given)
  A = -1%	B = -1%	C = 0.3	D = 6	E = 10%	F = -3	G = -0.3	H = 2%	I = -8%

#15 CNC[C@H]1Oc2c(NC(=O)C3CCCCC3)cccc2C(=O)N([C@H](C)CO)C[C@@H]1C
  A = -1%	B = 3%	C = /	D = /	E = -6%	F = /	G = /	H = -29%	I = 0%

Remaining list, next part:
Screens by letter: A = Pin1 inhibitor; B = TrxR1 substrate; C = D2 ag; D = D2 antagonist; E = rTrxR1 inhibitor; F = TRHR PAM; G = TRHR agonist; H = USP1-UAF1 inh; I = mIDH1 inhibitor
#16 CCOc1ccc(Sc2cc(C(=O)NCc3ccc(C)cc3)c3ccccc3n2)cc1
  A = 5%	B = 1%[57.1 µM]	C = -0.5	D = /	E = 27%[57.1 µM]	F = 4	G = -0.3	H = -1%	I = -2%

#17 CCn1c(SCC(=O)Nc2ccc(F)cc2)nnc1-c1cnccn1
  A = -12%	B = -5%	C = 0.6	D = -7	E = 2%	F = 4	G = -0.1	H = -8%	I = 22%

#18 CCN1CCN(C(c2cccs2)C(C)NS(=O)(=O)c2ccc(Br)cc2)CC1 (stereo not given)
  A = -1%	B = -7%	C = /	D = /	E = -3%	F = 3	G = 0.0	H = -11%	I = 0%

#19 COc1ccc(C(=O)Nc2cc(OC)c(Cl)cc2OC)cc1
  A = 8%	B = 9%[0.0914 µM]	C = -1.4	D = -11	E = 26%[0.0914 µM]	F = -4	G = -0.1	H = -22%	I = 8%

#20 CCOC(=O)C1=C(C)N=c2s/c(=C\C(=O)OC)c(=O)n2C1c1ccc(OC)cc1 (stereo not given)
  A = 22%	B = 0%	C = -0.4	D = -9	E = -1%	F = 6	G = 0.1	H = -18%	I = 5%

#21 O=C(c1cccn1-c1nnc(N2CCCC2)s1)N1CCN(c2ccccc2)CC1
  A = -5%	B = -4%[57.1 µM]	C = 0.0	D = /	E = 4%[57.1 µM]	F = 3	G = -0.4	H = -29%	I = -6%

#22 CCOc1ccc(OCC)c(NC(=O)c2[nH]c(C)c(C(C)=O)c2C)c1
  A = -5%	B = 1%	C = -0.1	D = -14	E = -4%	F = 3	G = -0.7	H = -9%	I = 10%

#23 Cc1nn(-c2ccc(F)cc2)c(C)c1NS(=O)(=O)c1ccc(Cl)cc1
  A = 2%	B = -3%	C = 0.1	D = -8	E = 4%	F = -3	G = 0.2	H = -18%	I = 12%

#24 C=CCSc1nnc(N2C(=O)C(O)=C(C(=O)c3ccco3)C2c2ccc(F)cc2)s1 (stereo not given)
  A = ?	B = 0%	C = /	D = /	E = 28µM*	F = 19	G = 48*	H = 5%	I = 16%

#25 COc1ccc2nc(C)cc(SCC(=O)N/N=C/c3cccc4ccccc34)c2c1
  A = -4%	B = 14%	C = 0.7	D = -12	E = 23%	F = 7	G = 0.4	H = -17%	I = 2%

#26 COc1ccccc1CNCc1ccc(C(=O)O)s1
  A = 0%	B = -1%	C = -0.6	D = /	E = -7%	F = 0	G = 0.1	H = -28%	I = 2%

#27 COc1cccc(N2CCN(C(=O)c3ccc(CS(=O)c4ccccc4Cl)o3)CC2)c1 (stereo not given)
  A = 4%	B = 0%	C = -0.9	D = 14	E = 4%	F = -7	G = -0.5	H = -21%	I = 11%

#28 CC(NC(=O)C(=O)N1CCCCC1)C(c1cccs1)N1CCN(c2ccccc2F)CC1 (stereo not given)
  A = -2%	B = -13%	C = 0.6	D = -1	E = -7%	F = 4	G = -0.2	H = -8%	I = -15%

#29 COc1ccc(N(CC(=O)NCCSCc2ccccc2C)S(=O)(=O)c2ccccc2)cc1
  A = 37%[activator]	B = 3%	C = -0.3	D = -4	E = 17%	F = -8	G = 3.1	H = -13%	I = 1%

#30 C[C@H](CO)NC(=O)[C@H](C)[C@@H]1C[C@@]1(C)[C@@H](NC(=O)OCc1ccccc1)c1ccccc1
  A = -10%	B = -3%[57.1 µM]	C = 0.1	D = 14	E = -8%[57.1 µM]	F = -4	G = 0.1	H = -2%	I = 5%

Of the compounds above, four contain fluorine:
Screens by letter: A = Pin1 inhibitor; B = TrxR1 substrate; C = D2 ag; D = D2 antagonist; E = rTrxR1 inhibitor; F = TRHR PAM; G = TRHR agonist; H = USP1-UAF1 inh; I = mIDH1 inhibitor
#17 CCn1c(SCC(=O)Nc2ccc(F)cc2)nnc1-c1cnccn1
  A = -12%	B = -5%	C = 0.6	D = -7	E = 2%	F = 4	G = -0.1	H = -8%	I = 22%

#23 Cc1nn(-c2ccc(F)cc2)c(C)c1NS(=O)(=O)c1ccc(Cl)cc1
  A = 2%	B = -3%	C = 0.1	D = -8	E = 4%	F = -3	G = 0.2	H = -18%	I = 12%

#24 C=CCSc1nnc(N2C(=O)C(O)=C(C(=O)c3ccco3)C2c2ccc(F)cc2)s1 (stereo not given)
  A = ?	B = 0%	C = /	D = /	E = 28µM*	F = 19	G = 48*	H = 5%	I = 16%

#28 CC(NC(=O)C(=O)N1CCCCC1)C(c1cccs1)N1CCN(c2ccccc2F)CC1 (stereo not given)
  A = -2%	B = -13%	C = 0.6	D = -1	E = -7%	F = 4	G = -0.2	H = -8%	I = -15%

Following part:
Screens by letter: A = Pin1 inhibitor; B = TrxR1 substrate; C = D2 ag; D = D2 antagonist; E = rTrxR1 inhibitor; F = TRHR PAM; G = TRHR agonist; H = USP1-UAF1 inh; I = mIDH1 inhibitor
#31 O=C(CCCc1nc2ccccc2s1)NC(c1ccccc1)c1ccccc1
  A = ?	B = 0%[57.1 µM]	C = 0.6	D = 5	E = 3%[57.1 µM]	F = 0	G = 0.2	H = -22%	I = 8%

#32 C#Cc1ccc([C@H]2C=C(C(=O)NCc3nc4ccccc4[nH]3)O[C@@H](OCc3ccc(CO)cc3)C2)cc1
  A = 61%[activator]	B = -2%	C = /	D = /	E = 2%	F = /	G = /	H = -17%	I = 2%

#33 Nc1c(-c2ccccc2)c(CSc2nc3ccccc3[nH]2)nn1-c1cccc(Cl)c1
  A = 77%[activator]	B = -4%	C = -0.1	D = -1	E = -13%	F = -7	G = -0.1	H = -2%	I = 2%

#34 CC(C)NC(=O)CC(=O)Nc1ccc2nc3n(c(=O)c2c1)CCCCC3
  A = -5%	B = 9%[2.29 µM]	C = 0.0	D = /	E = 21%	F = 14	G = 0.3	H = -6%	I = -7%

#35 CCCc1cc(=O)oc2cc(OCC(=O)NCC(O)c3ccccc3)ccc12 (stereo not given)
  A = 2%	B = -1%	C = 0.5	D = -14	E = 18%	F = 13	G = 0.5	H = -21%	I = 3%

#36 O=C(CSc1nncs1)NC(=O)NCc1ccco1
  A = 5%	B = 6%	C = 0.9	D = -3	E = -3%	F = 2	G = -0.4	H = -18%	I = 4%

Bioassay records: PubChem BioAssay, National Center for Advancing Translational Sciences (NCATS)

An excerpt, so the mix of outcomes need not match the whole.
